Bioassay records (PubChem)
Mtb BioA inh – blocks M. tuberculosis BioA enzyme activity; purified M. tuberculosis BioA enzyme, plate reader; inhibition, % at 9.99 µM; 360,000 tested, 0.096% active; AID 602481; in the data active = inhibition above about 40%
Active calls of the source: *; & = joins results of further samples.

compound	Mtb BioA inh
Cc1cc(C(=O)Nc2cccc3c2O[C@H](CN(C)C(=O)Nc2ccc(F)cc2)[C@@H](C)CN([C@H](C)CO)C3=O)n(C)n1	-1.6
CC(C)NC(=O)Nc1ccc2c(c1)C(=O)N([C@H](C)CO)C[C@@H](C)[C@H](CN(C)Cc1ccccc1)O2	1.3
CC(=O)NC[C@H]1[C@H](c2ccc(C3=CCCC3)cc2)[C@@H](CO)N1Cc1cccnc1	2.4
O=C(C[C@H]1CC[C@@H]2[C@H](COC[C@@H](O)CN2Cc2cccc(C(F)(F)F)c2)O1)NCc1ccc(Cl)cc1	-1.2
CN(C)C(=O)c1cccc(-c2cccc(-c3nc(C(=O)N4CCOCC4)cc4c3[C@H](CCO)N([S@@](=O)C(C)(C)C)C4)c2)c1	-1.2
CC(C)NC(=O)N(C)C[C@@H]1OCc2ccccc2-c2ccccc2C(=O)N([C@H](C)CO)C[C@@H]1C	-0.7
COC(=O)C[C@@H]1CC[C@H]2[C@H](COc3ccc(NC(=O)Nc4cccc(F)c4)cc3C(=O)N2C)O1	0.9
C[C@@H]1CN([C@@H](C)CO)C(=O)c2cc(NC(=O)CCC(F)(F)F)ccc2O[C@@H](C)CCCCO[C@@H]1CN(C)S(=O)(=O)c1ccc(F)cc1	-1.9
CO[C@@H]1CN(C)C(=O)c2cc(NC(=O)Nc3cccc(F)c3)ccc2OC[C@@H](C)N(C(C)=O)C[C@@H]1C	11
COc1ccc(NC(=O)N2CCCCN3[C@@H](CO)[C@H](c4ccc(C5=CCCCC5)cc4)[C@@H]3C2)cc1	4.0
Cc1ccc(S(=O)(=O)NCC[C@H]2CC[C@H](NC(=O)NC(C)C)[C@@H](CO)O2)cc1	-0.6
COCC(=O)Nc1ccc2c(c1)OC[C@@H](C)N(Cc1cc(F)ccc1F)C[C@H](C)[C@H](OC)CN(C)C2=O	-0.2
O=C(C1CC1)N1CC[C@@H]2[C@H](CO)Nc3ccc(C#Cc4ccccc4F)cc3[C@@H]21	-1.9
N#C[C@H]1[C@H](c2ccc(C3=CCCC3)cc2)[C@@H](CO)N1c1nc(-c2ccccc2)cs1	-2.6
COc1ccc(NC(=O)N(C)C[C@H]2OCCCC[C@@H](C)Oc3ccc(NS(=O)(=O)c4ccccc4)cc3C(=O)N([C@@H](C)CO)C[C@H]2C)cc1	9.5
O=C(Nc1ccccc1)N1CCCCN2[C@@H](CO)[C@H](c3ccc(C#CC4CC4)cc3)[C@@H]2C1	2.2
CCC(=O)N[C@@H]1CC[C@H](CCNC(=O)Nc2ccc(F)cc2)O[C@@H]1CO	2.4
C[C@@H]1CN([C@@H](C)CO)C(=O)Cc2cc(NC(=O)CCCCCC(=O)Nc3ccccc3N)ccc2O[C@H]1CN(C)C(=O)Nc1ccc(C(F)(F)F)cc1	-1.0
CC1=C([C@H](O)CCc2ccccc2)[C@H](CO)n2c(=O)n(-c3ccccc3)c(=O)n2C1	0.2
C[C@H](CO)N1C[C@H](C)[C@H](CN(C)C(=O)Nc2ccccc2)Oc2c(NS(=O)(=O)c3cn(C)cn3)cccc2C1=O	7.9
COCC#Cc1ccc2c(c1)O[C@@H](CN(C)C(=O)C1CC1)[C@@H](C)CN([C@H](C)CO)S2(=O)=O	-0.4
O=C(Nc1cccc(F)c1)N1C[C@H]2[C@@H](c3ccccc31)[C@@H](CO)N2C(=O)c1cccnc1	4.6
O=C(N[C@@H]1CC[C@H](CCNC(=O)C2CCOCC2)O[C@H]1CO)c1ccccn1	-3.6
O=C(Nc1ccc(Cl)cc1)N1C[C@@H]2[C@H](c3ccccc31)[C@H](CO)N2CC1CCCC1	-2.4
CC(=O)N(C)C[C@H]1Oc2ncc(-c3ccc(C)cc3)cc2C(=O)N([C@@H](C)CO)C[C@H]1C	-0.7

Part of the list above, as labelled records:
O=C(C1CC1)N1CC[C@@H]2[C@H](CO)Nc3ccc(C#Cc4ccccc4F)cc3[C@@H]21
  Mtb BioA inh: -1.9
N#C[C@H]1[C@H](c2ccc(C3=CCCC3)cc2)[C@@H](CO)N1c1nc(-c2ccccc2)cs1
  Mtb BioA inh: -2.6
COc1ccc(NC(=O)N(C)C[C@H]2OCCCC[C@@H](C)Oc3ccc(NS(=O)(=O)c4ccccc4)cc3C(=O)N([C@@H](C)CO)C[C@H]2C)cc1
  Mtb BioA inh: 9.5

Looked up above.
C[C@H](CO)N1C[C@H](C)[C@H](CN(C)C(=O)Nc2ccccc2)Oc2c(NS(=O)(=O)c3cn(C)cn3)cccc2C1=O in Mtb BioA inh → 7.9
CCC(=O)N[C@@H]1CC[C@H](CCNC(=O)Nc2ccc(F)cc2)O[C@@H]1CO in Mtb BioA inh → 2.4

(continued)
compound	Mtb BioA inh
COc1ccc(C(=O)Nc2ccc3c(c2)OC[C@H](C)N(C)C[C@H](C)[C@H](OC)CN(C)C3=O)cc1	-2.0
O=C(NC[C@H]1[C@@H](c2ccccc2)[C@@H](CO)N1CC1CCCC1)c1ccccc1	-1.8
CCC(=O)N1C[C@@H](C)[C@@H](OC)CN(C)C(=O)c2cc(NS(=O)(=O)CC)ccc2OC[C@@H]1C	-0.6
COc1ccc(S(=O)(=O)N(C)C[C@H]2Oc3c(NS(C)(=O)=O)cccc3C(=O)N([C@H](C)CO)C[C@@H]2C)cc1	-2.1
CO[C@H]1CN(C)C(=O)c2ccc(NS(C)(=O)=O)cc2OC[C@H](C)N(C(=O)C2CCCC2)C[C@@H]1C	0.2
C[C@@H](O)C#Cc1ccc([C@H]2[C@H](CO)N3CCCCN(CC4CCOCC4)C[C@@H]23)cc1	-2.9
COC(=O)C[C@H]1CC[C@@H]2[C@H](COc3ccc(NS(=O)(=O)c4ccccc4F)cc3C(=O)N2C)O1	-1.3
COCC#Cc1ccc([C@@H]2[C@H](CO)N3CCCCN(Cc4cncnc4)C[C@@H]23)cc1	-4.4
C[C@@H]1CN([C@@H](C)CO)C(=O)Cc2cc(NS(=O)(=O)c3ccccc3)ccc2O[C@@H]1CN(C)C(=O)Nc1cccc2ccccc12	-3.2
C[C@H](CO)N1C[C@H](C)[C@@H](CN(C)C(=O)C2CCCCC2)Oc2cc(-c3ccncc3)ccc2S1(=O)=O	1.5
N#C[C@@H]1N[C@@H](CO)[C@@H]1c1ccccc1	0.8
CCC(=O)Nc1ccc2c(c1)OC[C@H](C)N(C(=O)Cc1cccnc1)C[C@@H](C)[C@H](OC)CN(C)C2=O	-1.1
O=C(Cc1ccccc1)N1CC[C@@H]2[C@@H](CO)Nc3ccc(C#Cc4cccc(F)c4)cc3[C@@H]21	2.0
C[C@H]1CN([C@@H](C)CO)C(=O)Cc2cc(NC(=O)Nc3ccc(C(F)(F)F)cc3)ccc2O[C@H]1CN(C)Cc1ccccc1	-1.3
COc1cccc(S(=O)(=O)N[C@H]2CC[C@H](CC(=O)NC3CCC3)O[C@@H]2CO)c1	0.2
COc1cccc(S(=O)(=O)N2CCCCN3[C@@H](CO)[C@H](c4ccc(-c5cncnc5)cc4)[C@@H]3C2)c1	0.6
N#C[C@@H]1[C@@H](c2ccc(C#Cc3cccnc3)cc2)[C@@H](CO)N1C(=O)NC1CCCCC1	4.5
C[C@@H](O)C#Cc1cnc2c(c1)C(=O)N([C@@H](C)CO)C[C@H](C)[C@H](CN(C)Cc1ccccn1)O2	-0.7
Cc1ccc(S(=O)(=O)N(C)C[C@@H]2Oc3ccc(NC(=O)Cc4cn(C)c5ccccc45)cc3C(=O)N([C@H](C)CO)C[C@H]2C)cc1	-3.7
COc1ccc(C#Cc2ccc3c(c2)[C@@H]2[C@@H](CCN2C(=O)c2ccccc2F)[C@H](CO)N3C)cc1	1.0
COc1ccc(CN(C)C[C@@H]2Oc3ccc(NC(=O)Nc4ccc(OC)cc4)cc3CC(=O)N([C@@H](C)CO)C[C@H]2C)cc1	3.7
COc1cccc(C#Cc2cnc3c(c2)C(=O)N([C@H](C)CO)C[C@@H](C)[C@H](CN(C)C(=O)C2CCCCC2)O3)c1	0.4
CC(C)c1cccc(NC(=O)C[C@H]2CC[C@H]3[C@@H](COc4ccc(NS(=O)(=O)c5ccccc5Cl)cc4C(=O)N3C)O2)c1	1.5
Cc1ccc(S(=O)(=O)N(C)C[C@H]2Oc3cc(Br)ccc3S(=O)(=O)N([C@@H](C)CO)C[C@H]2C)cc1	-1.6
O=C(Cc1ccncc1)NCC[C@@H]1CC[C@@H](NC(=O)C2CCCCC2)[C@@H](CO)O1	-2.8

Other results follow.
canonical_smiles,Mtb BioA inh
O=C(O)C[C@H]1CC[C@H](NC(=O)Nc2cc(F)ccc2F)[C@@H](CO)O1,-1.4
COc1ccccc1C(=O)Nc1ccc2c(c1)OC[C@H](C)N(C(C)=O)C[C@H](C)[C@H](OC)CN(C)C2=O,-11
C[C@@H]1CN([C@H](C)CO)C(=O)Cc2cc(NC(=O)Nc3ccc(F)cc3)ccc2O[C@@H]1CN(C)C(=O)Nc1cccc2ccccc12,-0.6
O=C(C[C@H]1CC[C@H]2[C@@H](COC[C@H](O)CN2Cc2ccc(C(F)(F)F)cc2)O1)N1CCc2ccccc2C1,-0.7
C[C@H](CO)N1C[C@H](C)[C@H](CN(C)CC2CCCCC2)Oc2c(NC(=O)Nc3ccc(F)cc3)cccc2C1=O,-1.3
CCC(=O)NC[C@@H]1[C@@H](c2ccc(C3=CCCC3)cc2)[C@H](CO)N1C(=O)C1CC1,-0.4
O=C(C[C@@H]1CC[C@@H]2[C@H](COC[C@@H](O)CN2S(=O)(=O)c2ccc(F)cc2)O1)NCC1CCCCC1,4.0
C[C@@H]1CN([C@H](C)CO)S(=O)(=O)c2ccc(/C=C/c3ccccc3)cc2O[C@@H]1CN(C)C,-0.5
O=C(C[C@@H]1C[C@@H]2c3cc(NC(=O)Cc4ccncc4)ccc3O[C@@H]2[C@H](CO)O1)NCC1CC1,0.3
CCCNC(=O)[C@@H]1[C@@H](CO)[C@@H]2Cn3c(cccc3=O)[C@H]1N2C(=O)NCCC,0.8
C[C@@H]1CN([C@@H](C)CO)C(=O)c2cccc(NC(=O)C3CC3)c2O[C@@H]1CN(C)Cc1ccc(C(F)(F)F)cc1,-1.8
C[C@H](CO)N1C[C@H](C)[C@@H](CN(C)S(=O)(=O)c2cccs2)Oc2c(NC(=O)Nc3ccc(C(F)(F)F)cc3)cccc2C1=O,2.8

The list goes on:
canonical_smiles,Mtb BioA inh
CO[C@@H]1CN(C)C(=O)c2cc(NC(=O)Nc3c(C)noc3C)ccc2OC[C@@H](C)NC[C@H]1C,-0.6
COc1ccc(NC(=O)Nc2cccc3c2O[C@H](CN(C)Cc2ccc(C(=O)Nc4ccccc4N)cc2)[C@@H](C)CN([C@@H](C)CO)C3=O)cc1,-0.7
O=C(C[C@H]1C[C@@H]2c3cc(NC(=O)NC4CCCCC4)ccc3O[C@@H]2[C@H](CO)O1)NCc1ccccc1,0.9
COc1ccc(NC(=O)Nc2ccc3c(c2)C(=O)N([C@H](C)CO)C[C@@H](C)[C@H](CN(C)C(=O)CCCN(C)C)OCCCC[C@@H](C)O3)cc1,0.0
Cc1ccc(-c2cnc3c(c2)C(=O)N([C@H](C)CO)C[C@H](C)[C@H](CN(C)Cc2ccccc2F)O3)cc1,2.1
CN1C(=O)c2cc(NC(=O)c3ccc(F)cc3)ccc2OC[C@H]2O[C@@H](CC(=O)N3CCOCC3)CC[C@@H]21,0.3
O=C(C[C@@H]1CC[C@H]2[C@@H](COC[C@H](O)CN2Cc2cc(F)cc(F)c2)O1)NC1CCC1,-0.4
C[C@H](CO)N1C[C@H](C)[C@H](CN(C)C(=O)C2CCCCC2)Oc2cc(-c3cccnc3)ccc2S1(=O)=O,-3.1
COc1ccccc1-c1cnc2c(c1)C(=O)N([C@@H](C)CO)C[C@H](C)[C@H](CN(C)C(C)=O)O2,0.5
CC(C)NC(=O)Nc1ccc2c(c1)CC(=O)N([C@@H](C)CO)C[C@H](C)[C@H](CN(C)CC1CCCCC1)O2,0.0
C[C@@H]1CN([C@H](C)CO)C(=O)c2cc(NC(=O)Cc3cn(C)c4ccccc34)ccc2O[C@@H]1CN(C)Cc1ccc(Oc2ccccc2)cc1,1.6
C[C@H]1CN([C@@H](C)CO)C(=O)Cc2cc(NS(C)(=O)=O)ccc2O[C@@H]1CN(C)Cc1ccc(C(F)(F)F)cc1,1.2

Pulled by structure from the entries so far (2):
canonical_smiles,Mtb BioA inh
Cc1ccc(-c2cnc3c(c2)C(=O)N([C@H](C)CO)C[C@H](C)[C@H](CN(C)Cc2ccccc2F)O3)cc1,2.1
O=C(C[C@@H]1CC[C@H]2[C@@H](COC[C@H](O)CN2Cc2cc(F)cc(F)c2)O1)NC1CCC1,-0.4

Going on with the list.
canonical_smiles,Mtb BioA inh
C[C@@H]1CN([C@H](C)CO)S(=O)(=O)c2ccc(-c3ccccc3F)cc2O[C@H]1CN(C)S(C)(=O)=O,1.8
C[C@H](CO)N1C[C@H](C)[C@@H](CN(C)S(=O)(=O)c2ccc(F)cc2)Oc2c(NC(=O)C3CCCCC3)cccc2C1=O,-1.5&-2.4
C[C@@H]1CN([C@H](C)CO)C(=O)c2cc(NC(=O)Cc3ccccc3)ccc2O[C@@H]1CN(C)Cc1ccc(-c2ccccc2)cc1,-1.6
CC(C)NC(=O)[C@@]1(C)c2ccccc2C(=O)N(Cc2ccc(OC(F)(F)F)cc2)[C@H]1c1ccc(CO)cc1,1.4
CCNC(=O)C[C@@H]1CC[C@H]2[C@@H](COc3ccc(NC(=O)c4ccc(F)c(F)c4)cc3C(=O)N2C)O1,3.9
C[C@H]1CCCCO[C@H](CN(C)C(=O)Nc2cccc3ccccc23)[C@@H](C)CN([C@@H](C)CO)C(=O)c2cc(NC(=O)CCCN(C)C)ccc2O1,-1.5
C[C@H](CO)N1C[C@H](C)[C@H](CN(C)C(=O)C2CCCCC2)Oc2cc(C#Cc3ccncc3)ccc2S1(=O)=O,-6.8
C[C@H]1CCCCO[C@H](CN(C)Cc2ccc(Cl)c(Cl)c2)[C@@H](C)CN([C@@H](C)CO)C(=O)c2cc(NC(=O)Nc3ccc(C(F)(F)F)cc3)ccc2O1,-3.8

The list is partial; rates above refer to the full screens.
